Rab9 prom act: qHTS Assay for Rab9 Promoter Activators; Huh7 Rab9 promoter-luciferase reporter, luminescence, 24 h; Potency, µM (doses to about 9.22 µM), inactives show at the highest dose activation, negative = inhibition, actives largely listed as activators; actives 2.8% (n = 320,000); note: % of control where 0% means no effect; nearly all actives have a fitted effect of over 60% in size
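Huh7 cells stably carrying a Rab9 promoter-luciferase reporter, 1500 cells per well in OP-MEM I with 10% FBS, treated with compound 24 hours at 37C. Luciferase activity read by luminescence after 10 minutes with Amplite reagent.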
RORg inh: qHTS for inhibitors of ROR gamma transcriptional activity; actives 5.4% (n = 310,000); Potency, µM (highest dose often 53.6 µM), inactives show at the highest dose activity change, negative = inhibition, usual class: inhibitors; Nuclear receptor ROR-gamma (Mus musculus), P51450; Drosophila S2 Gal4-RORgamma UAS-luciferase reporter, 20 h; note: % is set by controls: 0 for no effect and ±100 for the full control effect; nearly all actives have a fitted effect of over 60% in size
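Drosophila S2 cells stably expressing Gal4-DBD/mouse RORγ fusion under metallothionein promoter plus UAS-luciferase; compound 1 h, then 700 uM CuSO4 induction for 20 h at ambient temperature; inhibition read as reduced luminescence.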
MLL CXXC-DNA inh: qHTS Fluorescence Polarization Assay for Inhibitors of MLL CXXC domain - DNA interaction | Histone-lysine N-methyltransferase 2A (Homo sapiens), Q03164 | MLL-CXXC / FITC-HOXA9 DNA fluorescence polarization | Potency, µM (series often up to 115 µM), without a hit: top-dose activity change, negative = inhibition, most hits filed as inhibitors | actives 0.037% (n = 290,000) | AID 2662, 2010; active = well fitted inhibition curve with a large enough effect in the polarisation, with a control signal flat, not every such curve was filed as active; inconclusive = small, poorly fitted or top-dose-only effect, or effect the other way, or a change in a side signal; inactive = no such curve, though single readings can be large or run the other way; the % refers to the polarisation
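Fluorescence polarization: 7 uM MLL-CXXC (stock) preincubated 5 min with compounds, then 50 nM fluorescein-HOX-A9 DNA (stock) added; 30 min ambient. Buffer 50 mM Tris-HCl pH 7.5, 50 mM NaCl, 1 mM DTT, 0.05% BSA.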
FLuc counter: qHTS profiling assay for firefly luciferase inhibitor/activator using purifed enzyme and Km concentrations of substrates (counterscreen for miR-21 project); Potency, µM (top dose mostly 57.5 µM), without a hit: at the highest dose activity change, negative = inhibition, hits mostly inhibitors; AID 588342, 2011; Luciferin 4-monooxygenase (Photinus pyralis), P08659; purified FLuc, Km substrates, luminescence inhibition; actives 6.9% (n = 360,000);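 note: plate controls were vehicle for no effect and reference inhibitor for full effect; nearly all actives have a fitted effect of over 55% in size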
Target sequence (P08659 whole entry, looked up): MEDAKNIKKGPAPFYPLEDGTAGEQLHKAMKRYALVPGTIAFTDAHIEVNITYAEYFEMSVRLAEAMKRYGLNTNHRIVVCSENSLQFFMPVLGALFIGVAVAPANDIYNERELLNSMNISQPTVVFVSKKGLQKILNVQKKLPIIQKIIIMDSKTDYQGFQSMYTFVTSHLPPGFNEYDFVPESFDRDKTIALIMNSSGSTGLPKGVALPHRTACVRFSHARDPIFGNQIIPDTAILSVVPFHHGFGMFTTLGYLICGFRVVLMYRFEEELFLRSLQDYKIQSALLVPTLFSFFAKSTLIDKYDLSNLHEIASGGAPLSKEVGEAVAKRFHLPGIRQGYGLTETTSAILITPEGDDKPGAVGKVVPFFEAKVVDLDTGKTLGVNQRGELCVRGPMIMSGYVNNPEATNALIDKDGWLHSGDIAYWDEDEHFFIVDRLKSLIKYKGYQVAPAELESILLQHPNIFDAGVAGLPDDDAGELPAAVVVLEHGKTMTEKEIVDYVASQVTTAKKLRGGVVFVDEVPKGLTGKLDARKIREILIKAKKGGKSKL
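Biochemical qHTS of compounds, final roughly 60 µM downward over six points, against 10 nM purified firefly luciferase using Km concentrations of substrates (10 uM D-luciferin, 10 uM ATP) in Tris acetate pH 7.5 buffer; luminescence output.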
NPC1 promoter act: qHTS Assay for NPC1 Promoter Activators; actives 2.4% (n = 320,000); Huh7 NPC1 promoter luciferase reporter, 24 h; Potency, µM (titrated, usually from 9.22 µM), inactives show top-dose activation, most hits filed as activators;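 note: % of control where 0% means no effect; nearly all actives have a fitted effect of over 60% in size; reporter is driven by a mutant NPC1 promoter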
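Luminescence from an NPC1 promoter-driven luciferase reporter in stably transfected Huh7 cells was measured after 24 h compound treatment at 37 °C, followed by 10 min ambient incubation with luciferase detection reagent.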
p53 reactivator: qHTS assay for re-activators of p53 using a Luc reporter. H1299 p53-A138V BP100-luciferase reporter, luminescence, 24 h. Potency, µM (series often up to 92.2 µM), inactives show top-dose activity change, positive = activation, hits mostly activators. actives 0.063% (n = 320,000); note: % of control where 0% means no effect; nearly all actives have a fitted effect of over 45% in size
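H1299 (p53-null), stable ts p53-A138V + BP100-Luc; 1000 cells/well, Opti-MEM/10% FBS; cpd 4 pt, 1:5; 24 h, 37 deg C, 5% CO2; detection reagent 10 min RT; luminescence.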
BRCA1 expr up: qHTS Assay to Identify Small Molecule Activators of BRCA1 Expression | MCF7-BRCA1-FFLuc reporter, luminescence, 48 h; response scale: scaled: vehicle 0%, 10 µM genistein 100% | Potency, µM (highest dose often 46.1 µM), for the others: at the highest dose activation, actives largely listed as activators | actives 1.1% (n = 380,000); note: nearly all actives have a fitted effect of over 80% in size; some results filed as inactive show a strong effect at the top dose
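Reporter cells (MCF7, BRCA1 promoter-firefly luciferase) received library compounds across a concentration series for 48 h. End-point luminescence was measured and concentration-effect curves derived after normalization.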
uPA surface inh: qHTS for Inhibitors of Cell Surface uPA Generation; Potency, µM (top dose mostly 38.3 µM), for inactives: top-dose activity change, negative = inhibition, usual class: inhibitors; AID 540303, 2011; cell surface uPA generation assay, qHTS; actives 0.31% (n = 330,000); active = well fitted inhibition curve with a large enough effect; inconclusive = small, poorly fitted or top-dose-only effect; inactive = no such curve, though single readings can be large or run the other way; tested in mouse RAW 264.7 cells; note: % is set by controls: 0 for no effect and ±100 for the full control effect; nearly all actives have a fitted effect of over 55% in size
MBNL1 CUG block: qHTS Assay for Inhibitors of MBNL1-poly(CUG) RNA binding; Muscleblind-like protein 1 (Homo sapiens), Q9NR56; TR-FRET MBNL1-His/biotin-(CUG)12 binding, 665/545 ratio; Potency, µM (series often up to 57.5 µM), inactives show top-dose activity change, negative = inhibition, hits mostly inhibitors; actives 0.036% (n = 280,000); active = well fitted inhibition curve with a large enough effect in the signal ratio, with a control signal flat, not every such curve was filed as active; inconclusive = small, poorly fitted or top-dose-only effect, or effect the other way, or a change in a side signal; inactive = no such curve, though single readings can be large or run the other way; the % refers to the signal ratio; note: % is set by controls: 0 for no effect and ±100 for the full control effect
Target sequence (Q9NR56 whole entry, looked up): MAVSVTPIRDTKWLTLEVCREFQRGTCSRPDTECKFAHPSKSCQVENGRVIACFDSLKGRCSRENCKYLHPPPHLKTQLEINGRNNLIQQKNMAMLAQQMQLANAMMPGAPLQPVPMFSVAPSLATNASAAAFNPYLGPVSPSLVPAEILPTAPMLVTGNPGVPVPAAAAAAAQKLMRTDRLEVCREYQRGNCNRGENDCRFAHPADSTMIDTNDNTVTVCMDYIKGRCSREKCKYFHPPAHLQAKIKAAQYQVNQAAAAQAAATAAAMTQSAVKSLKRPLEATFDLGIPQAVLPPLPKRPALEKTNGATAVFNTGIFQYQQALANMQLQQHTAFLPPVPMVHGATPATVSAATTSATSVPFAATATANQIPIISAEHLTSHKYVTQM
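TR-FRET readout: Ex 340 nm, 665/545 nm emission ratio, normalized to buffer-only (basal) and MBNL1-(CUG)12 controls. Complex of MBNL1-His with Biotin-(CUG)12, compounds 92 nM–58 uM, incubated 60 min at room temperature.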
Gal4-VP16 FLuc: VP16 counterscreen qHTS for inhibitors of ROR gamma transcriptional activity. Drosophila S2 Gal4-VP16 UAS-luciferase, luminescence, 20 h. Potency, µM (doses to about 53.6 µM), for inactives: at the highest dose activity, negative = inhibition, most hits filed as inhibitors. actives 3.5% (n = 310,000). AID 2546, 2010;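 note: Gal4-VP16 expression switched on by copper sulfate through the metallothionein promoter; % is set by controls: 0 for no effect and ±100 for the full control effect; nearly all actives have a fitted effect of over 50% in size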
ELG1 genotox: qHTS screen for small molecules that induce genotoxicity in human embryonic kidney (HEK293T) cells expressing luciferase-tagged ELG1. actives 1.3% (n = 330,000). Potency, µM (top dose mostly 46 µM), without a hit: at the top dose activity change, positive = activation, actives largely listed as activators. HEK293T ELG1-luciferase reporter, luminescence, 16 h; note: % of control where 0% means no effect; nearly all actives have a fitted effect of over 60% in size
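Genotoxicity was scored as increased ELG1-luciferase reporter signal, measured by ONE-Glo luminescence (30 min, room temperature). Compound or vehicle exposure of the HEK293T reporter cells lasted 16 hr at 37°C.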
* hit, by the source's call; ? = inconclusive; nt = no result given; & = joins results of further samples; [ ] = remark or other dose. Unless noted, calls come from the whole dose curve; as a rule, active = well fitted curve in the direction sought with a large enough effect; inconclusive = small, poorly fitted or top-dose-only effect, or another doubt; inactive = no such curve, though single readings can be large; an effect the other way counts as inactive or inconclusive. Potency is the fitted concentration of half-maximal effect.

Below each SMILES – Rab9 prom act, RORg inh, MLL CXXC-DNA inh, FLuc counter, NPC1 promoter act, p53 reactivator, BRCA1 expr up, uPA surface inh, MBNL1 CUG block, Gal4-VP16 FLuc, ELG1 genotox
Cc1cc(NC(=O)CC#N)n(-c2nc3ccccc3[nH]2)n1
→ 0%, ?, 1%, 2%, 5%, 2%, -43%, -10%, nt, ?, -4%
CCOC(=O)c1ccc(NC(=O)N2CCOCC2)cc1
→ ?, 0%, 1%, ?, 23%, 13%, 58%, -2%, -3%, 20%, -4%
COc1ccc(CN2CCc3ccc(NC(=O)CCc4ccccc4OC)cc3C2)c(O)c1
→ -10%, 23%, 12%, -3%, -11%, 3%, -34%, -11%, 10%, 2%, -9%
C=C(c1ccc(OCCO)cc1)c1ccc(OCCO)cc1
→ -1%, 1%, 0%, -8%, -1%, 1%, 35%, -2%, 8%, -18%, 3%
O=C(NCC(F)(F)F)N1CCOCC1
→ -1%, 0%, 14%, -2%, 0%, 2%, 9%, -3%, -6%, 3%, 0%
O=C1c2ccccc2C(=O)N1CSc1ncccn1
→ -3%, -2%, 7%, ?, -3%, 9%, 14%, -2%, 14%, 22%, 0%
CC1(C)CC(NC(=O)CSc2ccccc2)CC(C)(C)N1
→ -1%, 0%, 32%[activator], 0%, 0%, -2%, -5%, 2%, -4%, -13%, -2%
Cc1noc(NS(=O)(=O)c2ccc(NC(=O)C34CC5CC(C3)CC(n3cnc(Br)n3)(C5)C4)cc2)c1C
→ -3%, 28%, -3%, -3%, 1%, 2%, 10%, -6%, 1%, -8%, 1%
CS(=O)(=O)N1CCN(c2ccc([N+](=O)[O-])cc2F)CC1
→ 24%, -10%, -8%, -4%, 3%, 3%, -8%, -1%, ?, -6%, 0%
NNC(=O)c1[nH]c2ccccc2c1-c1ccccc1
→ 4%, -21%, 1%, -1%, -4%, 14%, -94%, ?, -9%, -3%, ?
CSc1nsc(SCC(=O)Nc2ccccn2)n1
→ 1%, ?, 3%, -6%, -1%, 19%, 0%, -2%, ?, -4%, 2%
O=C(COC(=O)c1ccccc1NC(=O)c1ccco1)NCCC1=CCCCC1
→ ?, 13%, 1%, 0%[2.3 µM], 18%, 22%, 82%, -2%, -3%, 9%, 10%
CC1(C(=O)N(c2ccccc2)C(C(=O)NC2CCCC2)c2ccccn2)CC(=O)N=C2C=CC=CN21 (configuration not stated)
→ 0%, 2%[10 µM], -10%, 2%, 6%, 3%, -32%, 4%, 14%, -1%, 5%
Cn1nccc1CNC(=O)c1c(Cl)cnn1C
→ -6%, -6%, 11%, -1%, 0%, -1%, -33%, -3%, 1%, -10%, -1%
CC[C@@]12C(=O)N(c3cccc(Br)c3)C(=O)N1[C@H](c1ccc(F)cc1)[C@@H]1C(=O)N(C3CCCCC3)C(=O)[C@@H]12
→ -1%, nt, nt, 6%, -1%, 1%, -18%, 3%, nt, nt, -3%

(cont.)
Below each SMILES – Rab9 prom act, RORg inh, MLL CXXC-DNA inh, FLuc counter, NPC1 promoter act, p53 reactivator, BRCA1 expr up, uPA surface inh, MBNL1 CUG block, Gal4-VP16 FLuc, ELG1 genotox
COc1cccc(COC(=O)c2ccc3c(c2)NC(=O)C(C)S3)c1OC (configuration not stated)
→ -5%, nt, nt, 6%, -5%, 1%, -35%, 1%, nt, nt, 0%
O=C(Cn1nnc(-c2ccccc2F)n1)Nc1cccc2ncccc12
→ 3%, 12%, -1%, 12%, -1%, 1%, -1%, 7%, 11%, -1%, -1%
CCOC(=O)c1c(NC(=O)CSc2nnc(CN3CCOCC3)n2C)sc2c1CCCC2
→ -5%, 4%, -7%, 1%, -2%, -10%, -12%, -1%, -10%, 0%, -2%
CCCn1nnc(NC(=O)C(C)Oc2ccc(Cl)cc2Cl)n1 (configuration not stated)
→ -1%, 5%, -6%, -1%, -1%, -2%, 9%, 1%, -2%, -1%, 1%
O=C(c1cc2ccccc2oc1=O)N(Cc1cccs1)CC1CCCO1 (configuration not stated)
→ 0%, 18%, -5%, -1%, 1%, 5%, -5%, -10%, -9%, 5%, -1%
C=CCn1cccc(C(=O)Nc2ccc(N(C)C)cc2)c1=O
→ 4µM*, -8%, ?, 8.5µM*, 3.5µM*, 11%, ?, -20%, 22%, 9%, ?
Cc1ccc(CCNC(=O)c2cc(C)nn2-c2ccccc2)cc1
→ -2%, 7%, -2%, 0%, 2%, -2%, 0%, 1%, -3%, 4%, -2%
O=Cc1ccc(N2CCCC2)c(F)c1
→ 4%, 27%, -3%, -16%, -6%, 0%, -17%, 1%, ?, -4%, -1%
S=c1[nH]nc(-c2ccncc2)n1/N=C/C=C/c1ccco1
→ 4%, ?, -2%, -9%, 1%, 1%, -51%, 10%, 12%, 2%, -8%
CCc1cc2c(SCC(=O)N3CC(=O)Nc4ccccc43)ncnc2s1
→ -3%, 0%, 5%, -1%, 0%, -15%, -23%, -16%, 5%, 1%, 0%
CCOc1ccc(C(=O)CSc2nnc(C3CC3)n2C)cc1
→ 1%, 41%, 14%, ?, 3%, 21%, 21%, -2%, ?, 20%, -1%
CC(NC(=O)c1ccc(N(C)C)cc1)c1ccc(F)cc1 (configuration not stated)
→ 2%, 16%, 36%[activator], -11%, -4%, -3%, 29%, -3%, -9%, -1%, 0%
COc1cc(NC(=O)c2cc3nc(-c4ccccc4)cc(-c4ccccc4)n3n2)cc(OC)c1OC
→ -1%, 13%, 24%, 4%, -1%, -8%, -49%, 14%, -8%, 0%, -6%
Cc1cc(C)cc(N(CCC#N)C(=O)CSc2nc3nc(C)cc(C)n3n2)c1
→ -2%, 14%, -2%, 1%, -1%, 2%, -1%, -2%, 1%, -8%, 4%
O=C(NCC1CCCO1)C1c2ccccc2C(=O)N1C1CCCCCCC1 (configuration not stated)
→ 0%, 4%, -4%, 3%, -2%, 17%, -4%, -5%, 4%, -7%, 1%

(continued)
Below each SMILES – Rab9 prom act, RORg inh, MLL CXXC-DNA inh, FLuc counter, NPC1 promoter act, p53 reactivator, BRCA1 expr up, uPA surface inh, MBNL1 CUG block, Gal4-VP16 FLuc, ELG1 genotox
COc1ccc(NC(=O)c2cc(C(C)C)on2)cc1OC
→ 22%, 27%, 5%, ?, 29%, -7%, 84%, nt, 3%, -12%, ?
CN1CCN(c2ccc(S(=O)(=O)N3CCCCC3)cc2NC(=O)Cc2ccccc2F)CC1
→ -5%, -5%, 2%, 9%, -1%, -6%, -17%, 2%, nt, -3%, 0%
CCOc1ccc(C(=O)Nc2nnc(SCC(=O)NCC3CCCO3)s2)cc1 (configuration not stated)
→ ?, ?, 5%, 0.3µM*, 0.1µM*, 21%, -57%[inhibitor], ?, 1%, 3.5µM*, ?
CC(C)(C)c1ccc(CSc2nnc(-c3ccccn3)n2Cc2ccco2)cc1
→ -8%, ?, -2%, -13%, 3%, -23%, -66%, 1%, -7%, 7.1µM*, -16%
Cc1ccc(-n2c(P(C)(=O)O)nc3ccccc32)cc1
→ 4%, ?, -2%, -14%, -7%, -2%, 22%, 1%, -2%, -5%, -7%
COC(=O)C1=C(C)Nc2nnnn2C1c1ccccc1Cl (configuration not stated)
→ -3%, -11%, 2%, 2%, -1%, -12%, -10%, -3%, -4%, 1%, 0%
COc1ccc(NC2CCCN(C(=O)c3ccc4[nH]c(C)c(C)c4c3)C2)cc1 (configuration not stated)
→ -5%, -3%, 10%, 3%, 2%, -10%, 0%, -1%, ?, 3%, -2%
COc1cccc(-c2nn(-c3ccccc3)cc2CN(C)Cc2ccon2)c1
→ -12%, -21%, 0%, -15%, 0%, -1%, -53%&-30%, 16%, 4%, -13%, -8%
COc1ccc(O)c(/C=N/NC(=O)CCC(=O)Nc2ccc(C)cc2)c1
→ -15%, 6.3µM*, 15%, -3%, -4%, 7%, -59%, 2%, 13%, -17%, 4%
CC(C(=O)NCCCc1ccccc1)n1cccc1C(=O)c1ccccc1 (configuration not stated)
→ -12%, 0%, 0%, 7%, -6%, -2%, 1%, 5%, -4%, 7%, -3%

Screening results (PubChem BioAssay)

These rows are one share of the data. The share of hits here may be higher or lower than overall.
